ALOX12 inhib – qHTS Assay for Inhibitors of 12-hLO (12-human lipoxygenase) | Potency, µM (doses to about 57.1 µM), without a hit: top-dose activity change, negative = inhibition, actives largely listed as inhibitors | AID 1452, 2008 | Polyunsaturated fatty acid lipoxygenase ALOX12 (Homo sapiens), P18054 | actives 0.12% (n = 150,000) | purified 12-hLO, xylenol orange hydroperoxide absorbance; further: potency means the concentration at half of the fitted maximal effect; nearly all actives have a fitted effect of over 55% in size; many of its hits are not listed in these tables
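Purified human 12hLO (150 nM), preincubated 15 min with compound, then 40 uM arachidonic acid for 30 min, room temperature, Hepes pH 7.0 with 0.01% Triton X-100. Hydroperoxide detected by ferrous iron/xylenol orange; 573/405 nm absorbance ratio gives reaction progress.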
IMPase cell inh – qHTS Assay for Identifying the Cell-Membrane Permeable IMPase Inhibitors; Inositol monophosphatase 1 (Rattus norvegicus), P97697; CHO-M1 cells, IP1 accumulation, HTRF TR-FRET ratio; inhibition (IP1 accumulation), % at 46.1 µM; 120,000 tested, under 10 active; active means well fitted curve in the direction sought with a large enough effect in the signal ratio, not every such curve was filed as active; inconclusive means small, poorly fitted or top-dose-only effect, or a change in a side signal; inactive means no such curve, though single readings can be large or run the other way; the % refers to the signal ratio;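 further: cells stimulated with carbachol in lithium chloride buffer; plate controls were DMSO basal wells for no effect and reference inhibitor wells for full effect; higher means more IMPase inhibition seen as more IP1 and lower FRET ratio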
Target sequence (P97697 whole entry, looked up): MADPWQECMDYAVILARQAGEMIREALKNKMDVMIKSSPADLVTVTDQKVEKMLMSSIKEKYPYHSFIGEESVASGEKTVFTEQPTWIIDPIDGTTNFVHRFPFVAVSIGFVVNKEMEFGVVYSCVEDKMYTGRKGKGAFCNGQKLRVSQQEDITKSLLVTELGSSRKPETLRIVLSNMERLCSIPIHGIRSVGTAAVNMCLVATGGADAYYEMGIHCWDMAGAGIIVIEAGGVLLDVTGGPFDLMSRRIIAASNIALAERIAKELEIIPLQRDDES
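Measured: the HTRF emission ratio (665/620 nm) plus the 620 nm donor channel, each fitted to the Hill equation to give AC50. Cells were CHO-M1 given compounds up to 46 uM and a 30 min carbachol stimulation at 37C.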
PNC inhibitor – High Content Assay for Compounds that inhibit the Assembly of the Perinucleolar Compartment | PC3M PTB-GFP, PNC prevalence imaging, 16 h; hits give low values | activity change (PNC), negative = inhibition, % at 10 µM | actives 3.1% (n = 140,000);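 active means readout at or below -70, meaning at least 70% loss of cells showing the perinucleolar compartment, a nuclear body marking cancer cells; inconclusive means readout between -30 and a set limit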;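 further: plate controls were DMSO wells for no effect and camptothecin positive control wells for full effect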
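Compounds are pinned in duplicate onto adhered PC3M cells stably expressing GFP-tagged PTB and incubated 16 h at 37 C. Cells are then fixed, nuclei stained with Hoechst, and PNC-positive cells counted.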
ALOX15B inhib – qHTS Assay for Inhibitors of 15-hLO-2 (15-human lipoxygenase 2); Polyunsaturated fatty acid lipoxygenase ALOX15B (Homo sapiens), O15296; purified 15hLO-2, xylenol orange hydroperoxide absorbance; Potency, µM (series often up to 57.1 µM), without a hit: at the highest dose activity change, negative = inhibition, usual class: inhibitors; actives 0.56% (n = 110,000); AID 881, 2007; further: potency means the concentration at half of the fitted maximal effect; nearly all actives have a fitted effect of over 60% in size; many of its hits are not listed in these tables
Target sequence (O15296 whole entry, looked up): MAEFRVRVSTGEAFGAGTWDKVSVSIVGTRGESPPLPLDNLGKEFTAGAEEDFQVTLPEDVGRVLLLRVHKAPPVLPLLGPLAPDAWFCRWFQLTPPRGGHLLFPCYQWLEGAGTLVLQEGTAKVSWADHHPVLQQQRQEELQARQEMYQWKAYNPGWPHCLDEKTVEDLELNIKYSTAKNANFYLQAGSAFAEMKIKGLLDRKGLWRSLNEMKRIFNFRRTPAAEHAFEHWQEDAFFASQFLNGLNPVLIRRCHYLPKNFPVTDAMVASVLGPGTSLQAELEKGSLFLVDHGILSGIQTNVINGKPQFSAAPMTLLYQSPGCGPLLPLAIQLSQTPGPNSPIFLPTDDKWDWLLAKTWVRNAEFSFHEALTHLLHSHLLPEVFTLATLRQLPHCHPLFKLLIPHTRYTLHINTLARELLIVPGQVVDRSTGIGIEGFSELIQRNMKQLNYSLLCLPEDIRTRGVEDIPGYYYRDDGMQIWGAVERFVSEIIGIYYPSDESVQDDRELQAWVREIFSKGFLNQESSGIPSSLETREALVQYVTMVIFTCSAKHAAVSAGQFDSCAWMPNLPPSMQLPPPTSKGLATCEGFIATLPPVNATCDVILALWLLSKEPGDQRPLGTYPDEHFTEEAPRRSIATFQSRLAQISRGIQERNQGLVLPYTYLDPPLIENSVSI
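Purified human 15hLO-2 (50 nM final) preincubated with compounds 15 min at room temperature in 25 mM Hepes pH 7.5, 0.01% Triton X-100, then 45 uM arachidonic acid added for 90 min; hydroperoxide detected via ferrous/xylenol orange, 573/405 nm absorbance ratio.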
Starred values were filed as active, the others as inactive; ? = inconclusive; / = no result given; & = joins results of further samples; [ ] = dose if it differs, or a comment. Unless noted, the call rests on the fitted dose curve; in most records, active means well fitted curve in the direction sought with a large enough effect; inconclusive means small, poorly fitted or top-dose-only effect, or another doubt; inactive means no such curve, though single readings can be large; an effect the other way counts as inactive or inconclusive. Unless noted, on the % scale 0 is the no-effect control and ±100 the full control effect.

mol	PNC inhibitor	ALOX12 inhib	IMPase cell inh	ALOX15B inhib
CCOc1ccc(C2Oc3nc(SC)nnc3-c3ccccc3N2C(C)=O)cc1OC (stereo not drawn)	-1	18%	5	-7%
Cc1ccc(N2C(=O)CC2(C#N)c2ccc(OCc3ccccc3)cc2)cc1 (stereo not drawn)	36	-21%	1	-5%
O=C(COC(=O)COc1ccc(Nc2ccccc2)cc1)NCc1ccco1	?	-14%	-13	?
CCOC(=O)N1CCN(Cc2nc3c(c(=O)n(C)c(=O)n3C)n2Cc2cc(C)ccc2C)CC1	?	7%	12	-1%
C=CCNC(=O)C1CCN(S(=O)(=O)c2ccccc2)CC1	?	2%	17	-7%
Nc1ccc2c(C(F)(F)F)cc(=O)oc2c1	?	-7%	?	-3%
CC1CCCCC1NC(=O)C1CCN(S(=O)(=O)N2CCOCC2)CC1 (stereo not drawn)	?	0%	4	15%
Cc1cc(C)cc(NC(=O)C(NCC2CCCO2)c2ccccc2)c1 (stereo not drawn)	-6	-21%	-3	/
Cc1cc(NC(=O)COC(=O)C2CCN(S(=O)(=O)c3ccc(Cl)cc3)CC2)no1	-29	-5%	0	1%
C=CCN(CC=C)S(=O)(=O)c1ncn[nH]1	-28	1%	2	11%
CC1=NN(C(=O)c2ccc(C)cc2)C(O)(C(F)(F)OC(F)(F)F)C1 (stereo not drawn)	?	3%	-5	5%
NC(=O)CSc1nnc(-c2cccs2)n1-c1ccccc1	43	10%	-9	-6%
CCOC(=O)c1c(C)[nH]c(C)c1C(=O)CSc1nc2ccccc2c(=O)n1-c1ccc(CC)cc1	143	2%	/	/
CC(=O)Nc1ccc(NC(=O)C(C)OC(=O)C2CC3C=CC2C3)cc1 (stereo not drawn)	-29	-2%	0	/
C/C(=N\NC(=O)c1c[nH]c2ccccc12)c1ccco1	-9	-2%	-5	8%
CCOC(=O)CCCn1c(C)nc(=O)c(-c2ccccc2)c1C	3	-6%	1	-4%
Brc1c(NC2=NCCN2)ccc2nccnc12	-10	-5%	0&-4	3%
S=C(Nc1ccc2c(c1)OCO2)NC1CCN(Cc2ccccc2)CC1	?	-3%	6	1%
Cc1n[nH]c(C)c1CCOc1ccc(C(C)C)cc1	4	-6%	-13	56%[activator]
CCCCSc1nsc(NC(C)=O)n1	?	-5%	6	3%
CC(=O)NS(=O)(=O)c1ccc(N=NN2CCOCC2)cc1	3	-5%	/	/
CCC(C)c1ccccc1NC(=O)COC(=O)c1ccc2[nH]c3c(c2c1)CCCC3 (stereo not drawn)	?	-2%	/	/
CC1CCCC(=C\c2ccccc2)/C1=N/O (stereo not drawn)	2	3%	/	/
CC(=O)c1c(C(C)=O)c(C)n(NC(=O)c2ccc(Cl)cc2)c1C	-29	1%	1	-2%
O=C(/C=C/c1ccc(O)cc1)c1ccc(NC2=C(N3CCCCC3)C(=O)c3ccccc3C2=O)cc1	18	-22%	5	?
CCCS(=O)(=O)NCCc1cc2ccc(C)cc2[nH]c1=O	28	-2%	-6	/
CSCC[C@H](NC(=O)C1CCN(S(=O)(=O)c2ccc(C)cc2)CC1)C(=O)NCc1ccco1	1	-6%	-8	-5%
CC(/C=C/C=C/c1ccccc1)=N/NC(=O)CNc1ccc(C)cc1	9	3%	1	-14%
O=C(O)CCC(=O)Nc1nnc(C(F)(F)F)s1	?	1%	2	3%
C=C(C#N)C(=O)OCC	/	-2%	/	-8%
Cc1sc2ncnc(OCC(=O)NCc3cccs3)c2c1C	75	-1%	4	/
Cc1ccc(C)c(-n2c(Cc3cc(=O)[nH]c(=O)[nH]3)nnc2SCC(=O)NCC2CCCO2)c1 (stereo not drawn)	74	3%	3	?
N=c1sccn1CC(=O)Nc1ccccc1Oc1ccccc1	-15	-4%	2	37%[activator]
CC(C)(C)C(=O)NCCn1ccc2ccccc21	15	11%	18	0%
O=C1c2ccccc2C(=O)C12OC2c1cccc2ccccc12 (stereo not drawn)	?	?	/	/
Cc1ccccc1NC(=O)CSc1[nH]c(=O)cc(C)c1C#N	-3	-6%	-5	-3%

Ordered by value in IMPase cell inh (low to high): 3 of the compounds above
Compound	IMPase cell inh
Cc1ccccc1NC(=O)CSc1[nH]c(=O)cc(C)c1C#N	-5
Cc1ccc(N2C(=O)CC2(C#N)c2ccc(OCc3ccccc3)cc2)cc1 (stereo not drawn)	1
CCOc1ccc(C2Oc3nc(SC)nnc3-c3ccccc3N2C(C)=O)cc1OC (stereo not drawn)	5

More compounds follow.
mol	PNC inhibitor	ALOX12 inhib	IMPase cell inh	ALOX15B inhib
COc1cc(-c2cn[nH]c2N)cc(OC)c1OC	-13	2%	1	4%
COc1ccc(Br)cc1CNC(=O)C1CCCN(S(C)(=O)=O)C1 (stereo not drawn)	?	5%	9	-4%
O=C(NCc1ccccc1Cl)c1cccc(C(F)(F)F)c1	-10	0%	-5	/
CCOC(=O)N1CCN(C(=O)c2cc(C)c3c(C)nn(-c4ccccc4)c3n2)CC1	-8	0%	-7	4%
O=C1CC(N2CCOCC2)C(=O)N1Cc1ccc(N2CCCC2=O)cc1 (stereo not drawn)	14	0%	6	0%
CC1CCN(C(=O)COC(=O)[C@H](C)NS(=O)(=O)/C=C/c2ccccc2)CC1	?	-3%	1	-10%
Cc1c(C(=O)N2CC(C)OC(C)C2)sc2nc(-c3ccc(F)cc3)cn12 (stereo not drawn)	15	-1%	-4	2%
CCCCCCC(=O)N(O)C1CC(=O)N(c2ccc(C)cc2)C1=O (stereo not drawn)	-16	-30%	-9	?
CC(C)NC(=O)CC(c1ccccc1)c1cc(Br)ccc1O (stereo not drawn)	?	-10%	-4	0%
Cc1cc(N2CCN(C(=O)c3ccco3)CC2)n2nc(-c3cccc(Cl)c3)cc2n1	20	-6%	18	7%
CCOc1cc(-n2nc(C)c(C#N)c2N)nc(SC)n1	12	-2%	7	/
COc1ccccc1NC(=O)C(=O)NCC1COc2ccccc2O1 (stereo not drawn)	?	-1%	15	-2%
N#C/C(C(=O)N1CCCCC1)=C1/N=C(N)c2ccccc21	-27	-3%	/	/
CCOC(=O)c1nn(-c2cccc(Cl)c2)c(C)c1C(C)=O	38	1%	2	-4%
COCCCNC(=O)Cn1c(=O)n(CCCCCC(=O)Nc2ccccc2)c(=O)c2sccc21	13	-2%	/	/
O=C(Nc1cc(C(=O)N2CCCC2)ccc1N1CCCC1)C1CC1	38	-3%	-2	/
CCOC(=O)c1cnn(CCOC(=O)C(C)(C)C)c1NC(=O)C(C)(C)C	-7	-4%	6	0%
O=c1[nH]c2ccccc2s1	-10	2%	/	/
Cc1ccc2nc(SCC(=O)NC(=O)NCc3ccco3)[nH]c2c1	26	1%	-16[1.84 µM]	5%[11.4 µM]
COc1cc(NC(=O)c2ccc(COc3ccccc3Br)o2)cc(OC)c1OC	28	-3%	?	-2%
COc1ccc(NC(=O)C(C)N2c3cccc4cccc(c34)S2(=O)=O)cc1 (stereo not drawn)	16	-7%	2	-12%
CCCCCCCCCCCCOCCOCCOCCOCCO	/	2%[0.00818 µM]	/	17%[0.0915 µM]
COC(=O)c1cc(Br)c(=O)n(CCN2CCOCC2)c1	-2	-1%	-10	0%
COc1cc(/C=N/OCC(=O)NC23CC4CC(CC(C4)C2)C3)ccc1OCc1ccccc1	-24	1%	1	/
O=C(CCS(=O)(=O)c1ccc(Br)s1)NCc1ccc2c(c1)OCO2	?	-13%	?	-11%
Cc1cc(C)n(C(=O)CCN2C(=O)c3ccccc3C2=O)n1	?	-2%	2	-13%
O=C(/C=C/c1ccccc1)NC(NC(=S)Nc1cccc2cccnc12)C(Cl)(Cl)Cl (stereo not drawn)	/	-3%[0.00818 µM]	/	-9%[0.0915 µM]
Fc1ccc2nc(-c3ccccc3)nc(SCc3nnc(-c4ccccc4)o3)c2c1	?	-5%	-14	-2%
O=C1C=CC(=O)N1Nc1ccc(Br)cc1	9	1%	/	/
Cc1nnc(SC(C)C(=O)Nc2ccc(S(=O)(=O)NC3CCCCC3)cc2)s1 (stereo not drawn)	3	-3%	?	/
CCOC(=O)c1sc(NC(=O)CSc2nc3ccccc3s2)c(C(=O)OCC)c1C	58	-1%	/	/
Cc1nc(-c2ccc(C(=O)N3CCOCC3)cc2)cs1	?	-1%	-5	4%
CC(=O)N1[C@H](C)C=C[C@]1(Cc1ccccc1)C(=O)NCCN1CCOCC1	/	-2%	/	10%
CCn1cc(C(=O)N2CCCc3ccccc32)c2cc(OC)c(OC)cc2c1=O	?	-4%	8	-11%
COc1cccc(N=Nc2c(=O)[nH]n3c(C)cc(C)nc23)c1	7	-1%	/	/
CCCCC(=O)NC1(C(F)(F)F)C(=O)N(CC(C)C)C2=C1C(=O)CC(C)(C)C2 (stereo not drawn)	-15	3%	-10	-4%
CCOc1ccc(CCNC(=O)c2cc3sccc3n2CC)cc1OCC	8	-26%	27	9%
CCOC(=O)c1ccc2nc(NC(=O)c3ccco3)sc2c1	?	4%	1	/
O=C(NC12CC3CC(CC(C3)C1)C2)c1ccc(-c2ccccc2Cl)o1	5	-5%	19	-5%
Cc1nn(C)c(Oc2cccc(Cl)c2)c1C(=O)Nc1ccc(F)cc1F	20	3%	10	-2%
CCOC(=O)c1c(-c2ccc(OCC)cc2)csc1NC(=O)CCN1C(=O)c2ccccc2C1=O	93	-2%	/	/
Cc1nc2cc(-c3ccsc3-n3c(C)ccc3C)[nH]n2c(=O)c1Cl	36	-11%	-6	-21%
CCOc1cc(C#N)c(NC(=O)c2cccnc2Cl)cc1OCC	1	-5%	3	6%
O=C(NNC(=O)c1ccc2c(c1)OCO2)NC12CC3CC(CC(C3)C1)C2	?	1%	-12	/
Cc1ccc(-c2nn3c(C)nnc3s2)cc1NC(=O)CSc1ccc(Cl)cc1	3	2%	-20	/
CC(C)OC(=O)c1ccc(COC(=O)c2cccc(-c3nnc(-c4ccccc4)o3)c2)cc1	?	-6%	-8	/
CCCCNC(=O)C1CCCN(S(=O)(=O)c2ccc(S(=O)(=O)NCC(C)C)cc2)C1 (stereo not drawn)	4	2%	4	4%
CCOC(=O)Cc1csc(NC(=O)CSc2nc(C)cc(=O)[nH]2)n1	?	-9%	-3	-13%
CCOc1ccccc1NC(=O)Cc1ccccc1OC	54	3%	?	-3%
CCCc1nn(C)c2c(=O)[nH]c(-c3ccccc3OCC)nc12	-9	2%	/	/
O=C(Cn1ncc2c(=O)oc3ccccc3c21)NC1CC1	?	0%	-1	-6%
NC(=O)c1cccnc1Nc1ccccc1F	-20	1%	/	/
CC1=CC(C)(C)N(C(=O)C(C)N2C(=O)c3ccccc3C2=O)c2ccc(C)cc21 (stereo not drawn)	18	3%	5	-6%
O=C(N/N=C/c1ccc([N+](=O)[O-])s1)c1ccccc1Br	51	-6%	9	-7%
CC1CCCC(C)N1C(=O)CSc1nnc(-c2cccs2)o1 (stereo not drawn)	-9	-2%	-2	1%
Cc1ccccc1N(CC(=O)N/N=C/c1cc(C)n(-c2ccccc2C)c1C)S(C)(=O)=O	-23	-2%	8	22%
CCC(=O)N/N=C(\C)CC(=O)Nc1ccc2ccccc2c1	116	-18%	-4	3%
O=[N+]([O-])c1ccc2c(c1Nc1ccccc1)=NC1(CCCCC1)N=2	-109*	4%	7	-27%

Source: PubChem

An excerpt; count on the stated rates, not on these rows.
